# Screening results deposited in PubChem by National Center for Advancing Translational Sciences (NCATS).
# Caspase-1 inhib: allosteric or competitive inhibitors of human caspase-1; P29466; Caspase-1 enzyme, Ac-WEHD-AFC fluorogenic rate; AID 900; Potency, µM (series often up to 57.5 µM), inactives show at the highest dose activity change, negative = inhibition, most hits filed as inhibitors; hit rate 0.03% among 75,000;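 further: potency means the concentration at half of the fitted maximal effect; plate controls were vehicle for no effect and no substrate for full effect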
# Target sequence (P29466 120-297 limits assumed): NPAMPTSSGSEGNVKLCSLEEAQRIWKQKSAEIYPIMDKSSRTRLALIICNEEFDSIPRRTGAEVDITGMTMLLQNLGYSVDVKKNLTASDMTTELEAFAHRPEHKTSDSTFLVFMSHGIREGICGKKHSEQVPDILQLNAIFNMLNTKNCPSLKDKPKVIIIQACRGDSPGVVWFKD
# Target sequence (P29466 317-404 limits assumed): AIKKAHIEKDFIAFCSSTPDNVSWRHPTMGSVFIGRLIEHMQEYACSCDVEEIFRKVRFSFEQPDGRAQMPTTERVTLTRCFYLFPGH
# 4-MU autofl: compound fluoresces in the 4-MU spectral region. compound autofluorescence, 340/450 nm, 4-MU equivalents; active compounds read high. max dye-equivalent concentration, M. hit rate 11% among 59,000. AID 589; in the data active means max dye-equivalent concentration above about 10 nM; inconclusive means mostly about 1.1 nM to 9.6 nM
#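 Compounds in 100 mM Tris, pH 8.0, incubated 15 min at room temperature, then fluorescence read at 340 nm excitation/450 nm emission. Signal converted to 4-MU dye-equivalent concentration using an on-plate six-point 4-MU standard curve.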
# Tau filament bind: binds recombinant human tau filaments; hit rate 2% among 71,000; Potency, µM (top dose mostly 57.1 µM), without a hit: at the top dose activity change, negative = inhibition; recombinant tau filaments, thioflavin S fluorescence, 15 h; filaments grown with octadecylsulfate alongside compound;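 further: potency means the concentration at half of the fitted maximal effect; on the % scale 0 is the no-effect control and ±100 the full control effect; actives lower thioflavin S fluorescence by blocking filaments or displacing dye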
#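 ThS-based fibril read: tau 1 uM final, inducer ODS 30 uM final, 37 C for 15 h, ex 450/em 510 nm.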
# HEK293 cAMP cs: parental HEK293 cAMP activation (counter-screen); parental HEK293 CNG cAMP sensor, membrane potential fluorescence; Potency, µM (titrated, usually from 57.1 µM), for the others: top-dose activation, hits mostly activators; hit rate 2.5% among 73,000; AID 938; further: potency means the concentration at half of the fitted maximal effect; % of control where 0% means no effect; nearly all actives have a fitted effect of over 55% in size
#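 Parental HEK 293 cells stably expressing a cAMP-gated CNG channel were loaded with membrane potential dye containing 100 uM RO 20-1724 for 60 min. Compound added for 30 min; depolarization read as fluorescence intensity at 590 nm.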
# Fluorescein fluor: compound fluoresces in the fluorescein spectral region | Compound autofluorescence, 480/540 nm, fluorescein-equivalent; active compounds read high | max fluorescein-equivalent concentration, M | hit rate 0.91% among 59,000 | AID 593; in the data active means max fluorescein-equivalent concentration above about 10 nM; inconclusive means between about 1.1 nM and that limit
#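 Fluorescein stocks ranging 3 mM down to 300 nM, plus DMSO blanks, were pinned alongside compounds to build a per-plate standard curve. Buffer: 100 mM Tris, pH 8.0. Incubation 15 min, room temperature; filters 480/540 nm.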
# A350 autofl: compound fluoresces in the Alexa 350 spectral region; Compound autofluorescence, 340/450 nm, Alexa 350 dye-equivalents; active compounds read high; max dye-equivalent concentration, M; hit rate 11% among 59,000; AID 590; in the data active means max dye-equivalent concentration above about 10 nM; inconclusive means mostly about 1.1 nM to 9.6 nM
# ERK AVP block: vasopressin-driven ERK pathway inhibition. Potency, µM (series often up to 57.5 µM), inactives show at the highest dose activity, negative = inhibition, hits mostly inhibitors. HEK293-V1b, vasopressin-stimulated pERK AlphaScreen. hit rate 0.99% among 72,000. AID 995; further: potency means the concentration at half of the fitted maximal effect; on the % scale 0 is the no-effect control and ±100 the full control effect; nearly all actives have a fitted effect of over 55% in size
#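 V1b-HEK293 cells; cpd 30 min 37C; 25 nM vasopressin 5 min; lyse 10 min; AlphaScreen beads 5 hr RT. Normalized to DMSO basal and 25 nM vasopressin; AC50 by Hill fit.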
# FLuc inh: firefly luciferase inhibition; purified firefly luciferase, luminescence, 8 min; Potency, µM (doses to about 57.1 µM), for inactives: top-dose activity change, negative = inhibition, actives largely listed as inhibitors; hit rate 2.2% among 72,000; AID 411; further: potency means the concentration at half of the fitted maximal effect; on the % scale 0 is the no-effect control and ±100 the full control effect; nearly all actives have a fitted effect of over 40% in size
#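 Compounds were tested as concentration series (qHTS) against purified P. pyralis luciferase with luciferin and 10 uM ATP in 50 mM imidazole pH 7.2, 50 mM KCl, 7 mM MgCl2, 0.01% Tween 20, 0.05% BSA. Luminescence was read after 8 min at ambient temperature.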
# Caspase-7 inhib: caspase-7 (human) inhibition, allosteric or competitive. hit rate 0.02% among 75,000. recombinant caspase-7, Ac-DEVD-AFC fluorescence rate. P55210. AID 889. Potency, µM (top dose mostly 57.5 µM), without a hit: at the highest dose activity change, negative = inhibition, usual class: inhibitors; active means well fitted inhibition curve with a large enough effect in the main read-out, with a control signal flat, not every such curve was filed as active; inconclusive means small, poorly fitted or top-dose-only effect, or a change in a side signal; further: potency means the concentration at half of the fitted maximal effect; % of control where 0% means no effect
# Target sequence (P55210 24-198 limits assumed): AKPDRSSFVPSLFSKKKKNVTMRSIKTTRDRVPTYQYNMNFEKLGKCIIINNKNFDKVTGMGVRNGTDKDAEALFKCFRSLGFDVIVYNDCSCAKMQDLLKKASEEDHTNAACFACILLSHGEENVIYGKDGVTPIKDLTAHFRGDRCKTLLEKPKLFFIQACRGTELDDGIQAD
# Target sequence (P55210 207-303 limits assumed): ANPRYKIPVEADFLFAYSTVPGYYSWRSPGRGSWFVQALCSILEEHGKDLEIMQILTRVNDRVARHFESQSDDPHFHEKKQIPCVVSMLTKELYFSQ
# Texas Red fluor: Texas Red region autofluorescence | Compound fluorescence, Texas Red channel, 547/618 nm; active compounds read high | max dye-equivalent concentration, M | AID 587 | hit rate 0.06% among 59,000; in the data active means max dye-equivalent concentration above about 10 nM; inconclusive means between about 1.1 nM and that limit
#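 Texas Red-region profiling: compounds in 100 mM Tris pH 8.0 were read at 547/618 nm after 15 min at room temperature. Intensities were normalized against a six-point Texas Red standard series to give dye-equivalent concentration.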
# Rhodamine fluor: compound autofluorescence in rhodamine spectral region; Rhodamine-region fluorescence, 547/598 nm, Tris buffer; active compounds read high; max dye-equivalent concentration, M; hit rate 0.05% among 59,000; in the data active means max dye-equivalent concentration above about 11 nM; inconclusive means between about 1.1 nM and that limit
#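 Compound fluorescence in 100 mM Tris, pH 8.0, read after 15 min at room temperature with 547 nm excitation and 598 nm emission. Output is dye-equivalent concentration from an on-plate rhodamine standard series.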
# * hit, by the source's call; i = inactive; ? = inconclusive; . = no result given; [ ] = another dose, or the depositor's remark. Unless noted, the call rests on the fitted dose curve; in most records, active means well fitted curve in the direction sought with a large enough effect; inconclusive means small, poorly fitted or top-dose-only effect, or another doubt; inactive means no such curve, though single readings can be large; an effect the other way counts as inactive or inconclusive. Not all compounds are listed (hit frequency here may not be typical).
SMILES	Caspase-1 inhib	4-MU autofl	Tau filament bind	HEK293 cAMP cs	Fluorescein fluor	A350 autofl	ERK AVP block	FLuc inh	Caspase-7 inhib	Texas Red fluor	Rhodamine fluor
Cc1nc(N2CCN(Cc3ccccc3)CC2)nc2c1C(=O)CC(c1ccco1)C2 (stereo not given)	-4.5%	i	-0.2%	?	i	i	?	0.0%	-2.5%	i	i
COc1ccc(N2CC(C(=O)Nc3ccc(S(=O)(=O)Nc4nc(C)cc(C)n4)cc3)CC2=O)cc1 (stereo not given)	0.6%	.	-0.1%[11.4 µM]	1.5%[11.4 µM]	.	.	1.3%	-0.5%	1.8%	.	.
CCCc1nn(C)c2c1C(c1ccncc1)C(C#N)=C(N)O2 (stereo not given)	2.3%	i	-6.9%	4.7%	i	?	-22.6%	-0.3%	1.3%	i	i
O=C(Nc1ccc(CN2CCCCC2)cc1)c1ccc(Br)o1	1.4%	i	-2.7%	11.0%	?	i	-29.5%	12.6µM*	0.4%	i	i
O=C(c1ccccc1)c1c[nH]c2cc3c(cc2c1=O)OCO3	-1.1%	i	-49.4%	7.9%	i	i	2.6%	0.1%	-2.0%	i	i
COc1ccc(-c2n[nH]c(C)c2-c2ccc(Cl)cc2)c(O)c1OC	-3.8%	i	38.0%	?	?	i	25.1µM*	-3.5%	-2.5%	?	i
Cc1ccc(C)c(N2CCN(C(=O)CCCCn3c(=O)[nH]c4ccccc4c3=O)CC2)c1	-1.7%	i	6.8%	?	i	i	3.4%	0.4%	-4.0%	i	i
CC1CN(S(=O)(=O)c2cccc(-c3cn4cccnc4n3)c2)CC(C)O1 (stereo not given)	0.0%	1.92e-06M*	-7.0%	-4.7%	i	2.61e-06M*	-2.2%	3.0%	0.9%	i	i
CCCS(=O)(=O)N1CCCC(C(=O)NCCCN(CC)c2cccc(C)c2)C1 (stereo not given)	-1.9%	i	2.4%	9.5%	i	i	-5.9%	1.3%	1.1%	i	i
COc1ccc(/C(O)=C2/C(=O)C(=O)N(Cc3cccnc3)C2c2ccccn2)cc1 (stereo not given)	-4.0%	?	9.1%	-0.1%	i	?	9.7%	0.5%	-2.3%	i	i
Cc1cc(NC(=O)C23CCC(C)(C(=O)O2)C3(C)C)no1 (stereo not given)	-0.1%	i	0.0%	2.8%	?	i	-25.5%	2.2%	-0.4%	i	i
C=CCn1c(-c2ccccc2)n[nH]c1=S	.	i	.	.	i	i	.	1.8%[25.5 µM]	.	i	i
COc1ccc(CN=CC2=C(O)CC(C)(C)CC2=O)cc1	-1.5%	.	-1.4%[11.4 µM]	17.8%[11.4 µM]	.	.	-23.8%	0.3%	1.6%	.	.
COc1ccc(NC(=O)CSc2nnc(Cn3c(=O)sc4ccccc43)n2C)cc1OC	1.8%	.	218.0%	-2.1%	.	.	9.8%	-1.3%	0.4%	.	.
Cc1cc(C)nc(NC2=NCCN2C(=O)NC2CCCCC2)n1	1.5%	i	10.6%	8.0%	i	i	-2.2%	0.1%	-1.3%	i	i
COC(=O)c1c(NC(=O)c2ccco2)sc(C(=O)N2CCCC2)c1C	-0.6%	?	12.3%	10.1%	i	?	?	-0.8%	0.4%	i	i
Cc1onc(-c2ccccc2)c1C(=O)NCCc1c[nH]c2ccccc12	-1.8%	i	-3.6%	0.0%	?	i	3.2%	2.5%	5.0%	i	i
CC1(C)OC(=O)CC1C(=O)NCc1ccccc1 (stereo not given)	1.6%	i	-2.2%	?	i	i	-7.2%	1.6%	-0.3%	?	i
CC(C)CC(=O)Nc1ccc(F)c(Cl)c1	0.2%	.	-0.7%[11.4 µM]	4.3%[11.4 µM]	.	.	0.5%	-6.2%	0.2%	.	.
O=C(O)CCS(=O)(=O)c1cccc2cccnc12	1.7%	i	2.7%	-0.5%	i	i	-22.6%	3.0%	-4.5%	i	i
Cc1cc2ccccc2nc1SCC(=O)N1CCCC1	-0.5%	i	5.1%	?	i	i	-2.8%	-1.9%	1.3%	i	i
CC(C)C(OC(=O)c1cc2sccc2n1C)C(=O)NCC1CCCO1 (stereo not given)	-1.3%	i	0.8%	2µM*	i	i	-20.1%	1.2%	1.3%	i	i
CC(C)c1nc2oc3c(N4CCNCC4)ncnc3c2c2c1CCC2	1.4%	?	6.4%	8.5%	?	?	-6.2%	2.1%	-0.4%	?	i
COc1c(F)c(F)c(-c2csc(N)n2)c(F)c1F	-1.4%	1.46e-08M*	-2.6%	-1.8%	i	1.53e-08M*	-0.3%	-1.4%	-0.1%	i	i
O=C1c2ccccc2NC2(CCCCC2)N1c1ccc(O)cc1	-1.9%	3.98e-07M*	-3.0%	15.8%	?	3.8e-07M*	?	-0.5%	-0.2%	i	i
CN1CCN(C(=O)c2ccccc2NC(=O)CCN2C(=O)c3ccccc3C2=O)CC1	-0.5%	i	-3.7%	4.1%	i	?	-8.7%	4.0%	-0.3%	i	i
O=C(c1ccccc1)c1ccc(OC(=O)N2CCCC2)cc1	-0.2%	i	2.4%	7.4%	i	i	4.7%	-13.3%	-1.4%	i	i
COc1ccc(OC)c(CNC(=O)CCN2C(=O)COc3ccccc32)c1	-3.2%	5.85e-06M*	-4.9%	-0.9%	i	7.46e-06M*	-3.4%	1.9%	-2.0%	?	i
COC(=O)[C@@H]1O[C@@H](SCCN)[C@@H](O)[C@H](O)[C@H]1O	1.7%[11.5 µM]	i	10.8%[11.4 µM]	-4.2%[11.4 µM]	?	i	23.2%[11.5 µM]	4.2%[11.4 µM]	-1.9%[11.5 µM]	i	i
COc1ccc2nc(NC(=O)Cn3cnc4c(=O)n(C)c(=O)n(C)c43)sc2c1	-0.7%	i	-0.3%	-5.9%	i	i	-11.1%	-0.2%	-4.8%	i	i
CN1CC[C@@]2(CCCN(C(=O)c3cc(C(F)(F)F)cc(C(F)(F)F)c3)C2)C1	-2.4%	i	-3.6%	-12.4%	i	i	-8.6%	1.9%[11.4 µM]	1.7%	i	i
C=CCN1C(=CCO)[C@H]2C[C@H]3[C@@H]1CC[C@@]31c3ccccc3N3C=C4[C@@H]5N(/C=C/2[C@H]31)c1ccccc1[C@]51CC[C@H]2[C@H]1C[C@@H]4/C(=C/CO)N2CC=C	-0.9%[25.7 µM]	i	52.0%[25.6 µM]	0.7%[25.6 µM]	?	i	-11.8%[25.7 µM]	7.6%[25.5 µM]	0.4%[25.7 µM]	i	i

# 2 entries drawn at random from those above, as already listed:
SMILES	Caspase-1 inhib	4-MU autofl	Tau filament bind	HEK293 cAMP cs	Fluorescein fluor	A350 autofl	ERK AVP block	FLuc inh	Caspase-7 inhib	Texas Red fluor	Rhodamine fluor
O=C1c2ccccc2NC2(CCCCC2)N1c1ccc(O)cc1	-1.9%	3.98e-07M*	-3.0%	15.8%	?	3.8e-07M*	?	-0.5%	-0.2%	i	i
COC(=O)[C@@H]1O[C@@H](SCCN)[C@@H](O)[C@H](O)[C@H]1O	1.7%[11.5 µM]	i	10.8%[11.4 µM]	-4.2%[11.4 µM]	?	i	23.2%[11.5 µM]	4.2%[11.4 µM]	-1.9%[11.5 µM]	i	i

# Of the compounds above, these contain a thiophene ring, fused or not:
SMILES	Caspase-1 inhib	4-MU autofl	Tau filament bind	HEK293 cAMP cs	Fluorescein fluor	A350 autofl	ERK AVP block	FLuc inh	Caspase-7 inhib	Texas Red fluor	Rhodamine fluor
COC(=O)c1c(NC(=O)c2ccco2)sc(C(=O)N2CCCC2)c1C	-0.6%	?	12.3%	10.1%	i	?	?	-0.8%	0.4%	i	i
CC(C)C(OC(=O)c1cc2sccc2n1C)C(=O)NCC1CCCO1 (stereo not given)	-1.3%	i	0.8%	2µM*	i	i	-20.1%	1.2%	1.3%	i	i

# More compounds:
SMILES	Caspase-1 inhib	4-MU autofl	Tau filament bind	HEK293 cAMP cs	Fluorescein fluor	A350 autofl	ERK AVP block	FLuc inh	Caspase-7 inhib	Texas Red fluor	Rhodamine fluor
Cc1ccc(NC(=O)CN2C(=O)NC(Cc3ccccc3)C2=O)cc1 (stereo not given)	1.1%	i	0.4%	-19.8%	?	i	-9.5%	1.5%	5.2%	?	i
O=C(Cn1cnc2ccccc2c1=O)NCCC(=O)N1CCN(c2ccccc2)CC1	-1.3%	i	6.9%	-4.0%	?	?	17.3%	-0.1%	3.0%	i	i
CC(C)(C)NC(=O)C(c1cccs1)N(CC1CCCO1)C(=O)Cn1nnc(-c2cccs2)n1 (stereo not given)	5.5%	?	4.6%	18.5%	i	?	-4.9%	1.2%	-1.8%	?	i
CCn1c(SCC(=O)Nc2nnc(C)s2)nc2c(c1=O)SC(C)C2 (stereo not given)	-1.8%	.	12.6%	-3.0%	.	.	.	2.5%	-1.8%	.	.
CCOc1ccc(S(=O)(=O)n2ccc(C)n2)c2ccccc12	-4.7%	i	129.2%	?	i	i	-7.9%	1.7%	-1.1%	i	i
O=C(O)c1nnsc1-c1ccc(-c2snnc2C(=O)O)cc1	-2.1%[11.5 µM]	i	-5.8%[11.4 µM]	8.5%[11.4 µM]	i	i	18.1%[11.5 µM]	3.3%[11.4 µM]	-2.4%[11.5 µM]	i	i
CC1(C)CC(=O)C(C=NCc2ccc3c(c2)OCO3)=C(O)C1	0.1%	i	-1.5%	3.7%	i	i	3.4%	1.8%	-1.6%	i	i
COCCCNC(=O)c1cn(Cc2c(F)cccc2Cl)nn1	-0.7%	i	-1.6%	28.2%	i	i	-11.8%	2.0%	3.9%	?	i
